# TRHR agonist – qHTS for Small Molecule Agonists and Allosteric Enhancers of Human TRH Receptor: Primary Screen for Agonists. AID 493084, 2011. 0.18% of 360,000 active. activation, % at 2 µM. TRHR cells, calcium flux fluo-8, FDSS agonist mode; also: 0% is about no effect
# Target sequence (P34981 whole entry, looked up): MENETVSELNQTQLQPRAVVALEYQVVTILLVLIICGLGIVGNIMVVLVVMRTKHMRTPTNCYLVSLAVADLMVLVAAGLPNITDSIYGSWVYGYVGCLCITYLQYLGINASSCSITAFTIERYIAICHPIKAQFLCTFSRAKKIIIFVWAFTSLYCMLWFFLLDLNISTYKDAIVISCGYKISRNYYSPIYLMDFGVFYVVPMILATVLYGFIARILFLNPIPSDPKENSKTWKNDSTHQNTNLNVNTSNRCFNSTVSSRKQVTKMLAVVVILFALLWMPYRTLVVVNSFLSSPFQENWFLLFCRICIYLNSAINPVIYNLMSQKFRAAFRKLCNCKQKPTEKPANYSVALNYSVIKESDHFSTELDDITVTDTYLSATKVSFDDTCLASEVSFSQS
#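 TRHR-expressing cells, plated overnight in medium with 10% serum, were loaded with fluo-8 calcium dye at room temperature. After a 10 s baseline, library compound was pin-added and calcium release was recorded kinetically (ex 480/em 530) as agonist response.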
# D2 antag – HTS Assay for Allosteric Antagonists of the Human D2 Dopamine Receptor: Primary Screen for Antagonists; D(2) dopamine receptor (Homo sapiens), P14416; HEK293 TREx D2 cells, calcium flux, dopamine EC80; inhibition, % at 10 µM; 2% of 340,000 active; in the data active = inhibition above about 30%; also: 0% is about no effect
#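 Compounds are added to dye-loaded, induced HEK293 T-REx cells coupled to calcium release via D2; after a 3 min kinetic read an EC80 dopamine stimulus is given and fluorescence is recorded for 3 more min.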
# D2 agonist – HTS Assay for Allosteric Agonists of the Human D2 Dopamine Receptor: Primary Screen for Agonists; AID 485358, 2010; activation, % at 2 µM; HEK293 T-REx D2 cells, calcium flux agonist mode; D(2) dopamine receptor (Homo sapiens), P14416; 0.53% of 340,000 active;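 active = activation over 3 SD above normal in the single-dose calcium agonist read, cut at about 30% in these data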; also: 0% is about no effect
#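 Tetracycline-induced HEK293 T-REx cells with force-coupled D2 receptor, plated overnight at 30 C, loaded with no-wash calcium dye. After a 10 s baseline, compound was pin-added and calcium flux read kinetically for 180 s; calcium rises flagged agonists.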
# TRHR PAM – qHTS for Small Molecule Agonists and Allosteric Enhancers of Human TRH Receptor: Primary Screen for Enhancers | TRHR cells, fluo-8 calcium fluorescence, EC20 TRH enhancement | enhancement, % at 2 µM | 0.66% of 360,000 active | AID 493056, 2011; in the data active = enhancement above about 30%; also: 0% is about no effect
#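 TRHR-expressing cells loaded with fluo-8 calcium dye were read kinetically (ex 480/em 530) during compound addition, then stimulated with an EC20 of TRH (10 nM final). Enhancement of the Gq-mediated intracellular calcium response was scored.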
# D1 antagonist – Antagonist of Human D 1 Dopamine Receptor: qHTS | D(1A) dopamine receptor (Homo sapiens), P21728 | HEK293 TREx D1 cells, calcium flux, dopamine EC80; active compounds read low | activity change, negative = inhibition, % at 10 µM | 3.2% of 360,000 active | AID 504652, 2011; in the data active = activity change below about -30%; also: % is scaled to controls: 0 for no effect and ±100 for the full control effect
# Target sequence (P21728 whole entry, looked up): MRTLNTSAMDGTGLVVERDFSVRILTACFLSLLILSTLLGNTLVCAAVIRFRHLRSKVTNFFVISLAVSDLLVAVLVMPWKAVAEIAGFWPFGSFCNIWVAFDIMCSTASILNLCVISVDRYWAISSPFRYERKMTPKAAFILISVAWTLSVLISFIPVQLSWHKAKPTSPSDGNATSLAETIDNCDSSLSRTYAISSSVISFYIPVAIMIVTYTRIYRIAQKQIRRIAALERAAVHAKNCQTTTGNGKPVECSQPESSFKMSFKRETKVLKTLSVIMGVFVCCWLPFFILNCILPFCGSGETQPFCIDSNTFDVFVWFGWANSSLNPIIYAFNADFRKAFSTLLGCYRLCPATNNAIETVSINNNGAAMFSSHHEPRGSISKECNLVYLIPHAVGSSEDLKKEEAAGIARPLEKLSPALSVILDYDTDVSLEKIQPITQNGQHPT
#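 Allosteric or orthosteric antagonism assessed as attenuation of the calcium response to EC80 dopamine, added 180 s after compound, in induced HEK293 Trex D1 cells loaded with no-wash calcium dye.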
# D2 PAM – HTS Assay for Positive Allosteric Modulators of the Human D2 Dopamine Receptor: Primary Screen for Potentiators. 0.34% of 340,000 active. D(2) dopamine receptor (Homo sapiens), P14416. HEK293 T-REx D2, calcium flux, EC20 dopamine potentiation. potentiation, % at 10 µM;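 active = potentiation over 3 SD above the plate norm, cut at about 30% in these data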; also: 0% is about no effect
#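 Tetracycline-induced HEK293 T-REx cells force-coupled to calcium signalling expressed D2; compounds were pin-added after a 10 s baseline, read kinetically 180 s, then an EC20 dopamine challenge followed with a further 180 s calcium read.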
# RXFP1 antagonist – qHTS Assay for Antagonists of the Relaxin Receptor RXFP1 | HEK293-RXFP1, relaxin-stimulated cAMP HTRF, 30 min; active compounds read low | activity change, negative = inhibition, % at 57.5 µM | 0.59% of 350,000 active | AID 1259400, 2018;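 active = activity change of -60% or lower, but not beyond a set lower limit; inconclusive = change between -60% and -40%, or beyond the set limit; inactive = change above -40%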; also: % is scaled to controls: 0 for no effect and ±100 for the full control effect
# D1 agonist – Allosteric Agonists of the Human D1 Dopamine Receptor: qHTS | 1% of 360,000 active | activation, % at 2 µM | HEK293 T-REx D1 cells, calcium flux, agonist mode | D(1A) dopamine receptor (Homo sapiens), P21728; also: 0% is about no effect
#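 Inducible HEK293 T-REx D1 cells, force-coupled to calcium signalling, were plated at 4000 cells/well with tetracycline and held overnight at 30 C. After no-wash calcium dye loading, compound-evoked calcium rise over 180 s flagged agonists.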
# D1 PAM – Potentiators of Human D1 Dopamine Receptor: qHTS. D(1A) dopamine receptor (Homo sapiens), P21728. HEK293 TREx D1 cells, calcium flux, dopamine EC20 potentiation. potentiation, % at 10 µM. 0.036% of 360,000 active. AID 504651, 2011; in the data active = potentiation above about 30%; also: 0% is about no effect
# Numbers without * were called inactive; ? = inconclusive; nt = no result given; & = joins results of further samples. Rule as the data show it, unless noted: active = activation above about 30%; inactive = the rest.
SMILES,TRHR agonist,D2 antag,D2 agonist,TRHR PAM,D1 antagonist,D2 PAM,RXFP1 antagonist,D1 agonist,D1 PAM
CCOc1c(Br)cc(C(=O)N2CCCN(C)CC2)cc1OC,0.0,13,0.2,-11,-8,6,-1,1,-6
CC(C)(C)NC(=O)Cn1c(-c2nonc2N)nc2ccccc21,0.8,-8,0.3,-1,-3,0,3,-1,-4
Cn1nc(C(F)(F)F)c(-c2ccc(F)cc2)c1NC(=O)Nc1ccc(F)cc1,1.6,23,2.8,2,-67*,6,-16,31*,-12
CCOc1ccc(N2CC(NC(=O)/C=C\c3ccc4c(c3)OCO4)CC2=O)cc1 (stereo not drawn),-0.3,nt,0.2,-1,nt,-15,9,-2,1
O=C(NNC1OC(CO)C(O)C(O)C1O)c1cccnc1 (stereo not drawn),0.3,9,0.6,1,-4,-4,-6,2,0
COc1ccc([N+](=O)[O-])cc1-c1nc2ccccc2nc1-c1ccccc1,-0.5,2,0.5,10,4,-2,-2,4,30*
Cc1ccc(-n2ncc3c(=O)[nH]c(SCC(=O)N4CCCCC4)nc32)cc1,0.1,-1,0.0,-25,-5,-12,nt,0,-8
COC(=O)c1ccc(OC(=O)/C=C/c2ccco2)cc1,-0.6,-7,-0.5,-5,9,11,?,-1,-3
Cc1ccc(N(CC(=O)Nc2cc(Cl)ccc2Oc2ccccc2)S(C)(=O)=O)c(C)c1,0.4,-20,0.2,-3,-11,-3,-8,3,0
CCCCn1c(SC(C)C(=O)c2ccc(OC)cc2)nc2cc(S(N)(=O)=O)ccc21 (stereo not drawn),-1.0,7,0.3,1,4,0,-4,1,-3
Cc1ccc(N2CC(C(=O)OCC(=O)Nc3cccc(Cl)c3C)CC2=O)cc1 (stereo not drawn),-0.3,7,-0.1,-2,-3,-6,-4,2,8
COc1cc(-n2c(=O)c3ccccc3n(Cc3cc(=O)n4ccccc4n3)c2=O)cc(OC)c1OC,0.5,-24,0.6,0,-2,1,1,2,2

# Sorted by SMILES length (highest first): three of the compounds above
SMILES,TRHR agonist,D2 antag,D2 agonist,TRHR PAM,D1 antagonist,D2 PAM,RXFP1 antagonist,D1 agonist,D1 PAM
Cc1ccc(N(CC(=O)Nc2cc(Cl)ccc2Oc2ccccc2)S(C)(=O)=O)c(C)c1,0.4,-20,0.2,-3,-11,-3,-8,3,0
CCCCn1c(SC(C)C(=O)c2ccc(OC)cc2)nc2cc(S(N)(=O)=O)ccc21 (stereo not drawn),-1.0,7,0.3,1,4,0,-4,1,-3
Cn1nc(C(F)(F)F)c(-c2ccc(F)cc2)c1NC(=O)Nc1ccc(F)cc1,1.6,23,2.8,2,-67*,6,-16,31*,-12

# (listing goes on)
SMILES,TRHR agonist,D2 antag,D2 agonist,TRHR PAM,D1 antagonist,D2 PAM,RXFP1 antagonist,D1 agonist,D1 PAM
COC1=CCC2([N+](=O)[O-])CN(CCO)CC1([N+](=O)[O-])C2 (stereo not drawn),0.4,3,0.1,14,9,10,34,19,3
COc1ccccc1NC(=O)CN1CCN(CC(=O)Nc2ccc(F)cc2F)CC1,-0.9,-3,-0.1,-7,-19,-14,1,-2,-2
Cc1ccc(S(=O)(=O)N(C)CC(=O)OCC(=O)NC(=O)Nc2ccc3c(c2)OCCO3)cc1,0.1,3,-0.2,-1,-24,0,-7,6,-5
O=C(c1ccc2c(=O)n(Cc3ccco3)c(=S)[nH]c2c1)N1CCN(Cc2ccccc2)CC1,0.0,-32,1.7,-2,-21,-3,3,2,-3
O=C1/C(=C\c2ccccc2)SC(=S)N1CCC(=O)N1CCCCC1CCO (stereo not drawn),-0.3,19,0.6,0,-14,-9,?,12,-2
COc1cccc(-n2c(SCC(N)=O)nnc2-c2ccncc2)c1,-0.9,-8,0.3,2,16,15,9,3,-9
Cc1cccc2nc(-c3ccco3)c(Nc3ccc4c(c3)OCO4)n12,-1.3&0.0,-2,-2.1&-0.2,2&3,1&7,-3&5,23&9,-1&-1,1&2
Cc1noc(C)c1C(=O)Nc1ccc(F)c(F)c1,-0.1,-5,0.1,-1,2,-2,1,2,-4
CC(C)CC1NC(=O)N(CC(=O)N2CCN(S(=O)(=O)c3ccc4ccccc4c3)CC2)C1=O (stereo not drawn),-1.4,18,0.6,-4,1,-1,5,3,-6
Cc1ccc(Sc2ncnc3onc(C)c23)c(C)c1,-0.6,10,-1.1,1,nt,-8,-11,-3,-3
Cc1noc(C)c1Cn1nc(C(=O)O)c2ccccc2c1=O,-0.3,-5,0.5,2,0,10,-9,3,3
Nc1nc(-c2ccc3c(c2)NC(=O)CO3)cs1,0.3,-2,0.6,1,-2,0,8,5,-4

# 2 entries from above, as labelled records.
CCOc1c(Br)cc(C(=O)N2CCCN(C)CC2)cc1OC
  TRHR agonist = 0.0
  D2 antag = 13
  D2 agonist = 0.2
  TRHR PAM = -11
  D1 antagonist = -8
  D2 PAM = 6
  RXFP1 antagonist = -1
  D1 agonist = 1
  D1 PAM = -6
Cc1noc(C)c1C(=O)Nc1ccc(F)c(F)c1
  TRHR agonist = -0.1
  D2 antag = -5
  D2 agonist = 0.1
  TRHR PAM = -1
  D1 antagonist = 2
  D2 PAM = -2
  RXFP1 antagonist = 1
  D1 agonist = 2
  D1 PAM = -4

# The results go on.
SMILES,TRHR agonist,D2 antag,D2 agonist,TRHR PAM,D1 antagonist,D2 PAM,RXFP1 antagonist,D1 agonist,D1 PAM
CCC(C(=O)Nc1cc(OC)ccc1OC)n1nc(-c2ccccc2)c2c(c1=O)CCCC2 (stereo not drawn),-0.5,nt,16,-8,11,3,nt,1,9
Cc1ccc(NCc2nnc(SCC(=O)Nc3ncc(C)s3)n2Cc2ccco2)c(C)c1,-0.2,-23,0.5,-1,-10,-2,7,2,-4
Cc1nn(-c2ccccc2)c(C)c1CN(C)C(=O)c1ccc(S(=O)(=O)NCc2ccco2)cc1,-1.2,2,-1.4,1,-7,-11,-1,2,1
O=C(CN1CCOc2ccccc21)NC1CCN(Cc2ccccc2)CC1,0.0,26,0.2,-1,16,-17,-3,3,-3
CC(NCC(c1ccco1)N1CCCCC1)C(=O)NC1CCCC1 (stereo not drawn),-0.1,0,0.5,-5,-28,-6,9,3,-3
CCC(C)NC(=O)c1cn(C)c(=O)c2cc(OC)c(OC)cc12 (stereo not drawn),0.1,-20,0.5,-4,-7,8,9,4,2
Cc1ccc(N(CC(=O)NCc2ccc(F)cc2)C(=O)c2snc(C(N)=O)c2N)cc1C,4.4,11,0.6,1,34,8,-3,10,2
CN1CCN(S(=O)(=O)c2cccc(C(=O)N(Cc3nnc(-c4ccc(Cl)cc4)o3)C3CC3)c2)CC1,-0.1,8,-0.2,0,-6,18,-8,9,-3
CNC(=O)c1ccc(NC(=O)CCc2c(C)noc2C)cc1,0.9,-2,-0.4,5,11,6,4,2,-9
COc1cc(CNC(=O)C2CCCN2S(=O)(=O)c2ccccc2)cc(OC)c1OC (stereo not drawn),0.0,-5,0.3,5,-14,14,22,3,1
C#CCn1c(O)c(N=NC(=O)CNC(=O)c2cccnc2)c2ccccc21,-0.4,-14,-0.1,8,21,1,-4,0,0
COC(=O)C1=CN(C2CC2)C=C(C(=O)OC)C1c1ccccc1OC,-2.3,6,4.5,-5,1,7,7,5,-7

# 2 compounds from above, limited to D1 antagonist:
Molecule,D1 antagonist
CCC(C(=O)Nc1cc(OC)ccc1OC)n1nc(-c2ccccc2)c2c(c1=O)CCCC2 (stereo not drawn),11
CN1CCN(S(=O)(=O)c2cccc(C(=O)N(Cc3nnc(-c4ccc(Cl)cc4)o3)C3CC3)c2)CC1,-6

# Complete entries, looked up by structure. Values in the order: TRHR agonist | D2 antag | D2 agonist | TRHR PAM | D1 antagonist | D2 PAM | RXFP1 antagonist | D1 agonist | D1 PAM
# Shown for CC(NCC(c1ccco1)N1CCCCC1)C(=O)NC1CCCC1 (stereo not drawn) : -0.1 | 0 | 0.5 | -5 | -28 | -6 | 9 | 3 | -3
# Shown for COc1cc(CNC(=O)C2CCCN2S(=O)(=O)c2ccccc2)cc(OC)c1OC (stereo not drawn) : 0.0 | -5 | 0.3 | 5 | -14 | 14 | 22 | 3 | 1

# Next section.
SMILES,TRHR agonist,D2 antag,D2 agonist,TRHR PAM,D1 antagonist,D2 PAM,RXFP1 antagonist,D1 agonist,D1 PAM
CC(C)(Oc1ccc(Cl)cc1)C(=O)Nc1ccc(-c2nc3ncccc3o2)cc1,-0.1,nt,0.0,0,9,-1,nt,-2,5
CCNC(=S)NNC(=O)Cn1c(=O)c2c(ncn2CCOC)n(Cc2ccccc2)c1=O,0.6,-3,0.6,8,7,8,6,1,-2
O=c1[nH]nc(SCCS(=O)(=O)c2ccc(F)cc2)n1-c1ccc2c(c1)OCCO2,-1.3,3,-1.8,-1,7,4,-32,4,3
COc1ccc(OC)c(/C=C/C(=O)c2ccc(Cl)cc2)c1,3.2,10,2.3,2,-15,-16,10,12,-4
CCN(C(=O)C(C)Sc1ccc(S(=O)(=O)N2CCOCC2)cn1)c1ccccc1 (stereo not drawn),-0.2,29,1.6,5,-10,-8,3,0,-5
NC(=O)c1ccsc1NC(=O)c1ccco1,0.7,-6,0.4,5,-3,11,nt,2,nt
CCN(C(=O)COC(=O)CC(C)c1ccccc1)c1c(N)n(Cc2ccccc2)c(=O)[nH]c1=O (stereo not drawn),1.1,16,0.8,-2,1,-7,3,1,5
Nc1ccc2oc(-c3ccc4nc[nH]c4c3)nc2c1,0.0,11,0.4,1,12,13,23,0,4
O=[N+]([O-])c1ccc(-c2nnc3n2CCCCC3)cc1,-0.5,14,-1.7,-1,7,3,-14,4,-1
O=C(NCCSc1c[nH]c2ccccc12)c1ccco1,-0.4,-1,-2.5,-2,8,-13,1,1,-2
NC(=O)c1ccccc1NC(=S)NC(=O)CCc1ccccc1,0.3,-10,0.5,0,-74*,3,12,3,1
C#CCOCCOCCOCCNc1nc(N2CCN(C(=O)[C@H](CCC(=O)O)n3cc(C(N)CO)nn3)CC2)nc(N2CCN(C(=O)[C@H](Cc3ccc(O)cc3)n3cc(C(N)[C@H](C)CC)nn3)CC2)n1 (stereo partly drawn),0.1,-7,0.0,6,-34*,5,nt,2,-2
Cc1cccc(NC(=O)c2ccc(S(=O)(=O)N3CCCCC3)cc2)c1,-0.9,nt,nt,0,-3,nt,-8,3,4
O=C(CCC1CCCC1)NCCS(=O)(=O)N1CCN(c2ccccc2)CC1,-0.3,nt,nt,0,1,nt,-16,3,-4

# Screens deposited in PubChem by National Center for Advancing Translational Sciences (NCATS).
